Screens as filed in PubChem.
Abeta yeast res = qHTS for compounds that reverse cellular toxicity of Amyloid beta (A-beta) peptide in yeast: Primary Screen; yeast expressing A-beta42, growth rescue, OD600, 48 h; response scale: 0% DMSO, 100% iron-clioquinol control; Potency, µM (top dose mostly 46.1 µM), for the others: at the highest dose growth rescue, actives largely listed as activators; actives 0.063% (n = 410,000); AID 1347071, 2019; note: potency is the fitted concentration of half-maximal effect; nearly all actives have a fitted effect of over 55% in size
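Growth rescue measured by 600 nm absorbance after 48 h yeast culture at 30 C with compound. Values normalized between DMSO and an equimolar ferric chloride plus clioquinol control.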
Nrf2 ARE act = qHTS of Nrf2 Activators; Potency, µM (series often up to 46.1 µM), inactives show at the top dose activation, most hits filed as activators; AID 624171, 2012; actives 0.31% (n = 410,000); AREc32 ARE-luciferase reporter (MCF7-derived line), luminescence, 24 h; note: potency is the fitted concentration of half-maximal effect; % of control where 0% means no effect; nearly all actives have a fitted effect of over 65% in size
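For detection, Steady-Glo was added and plates sat 30 min at RT; before that, AREc32_Fluc cells grown overnight in OPTI-MEM/5% FBS had been treated with 23 nL compound for 24 hr at 37 deg C.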
Nrf2 inh = Nrf2 qHTS screen for inhibitors; Potency, µM (top dose mostly 46 µM), without a hit: at the highest dose activity change, negative = inhibition, usual class: inhibitors; A549 ARE-Fluc reporter, luciferase luminescence, 18-24 h; AID 504444, 2011; actives 2.1% (n = 360,000); note: potency is the fitted concentration of half-maximal effect; % is set by controls: 0 for no effect and ±100 for the full control effect; nearly all actives have a fitted effect of over 60% in size
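Nrf2 function is reported as luminescence of an ARE-controlled luciferase in A549 cells. Compounds were tested at several concentrations, and a CellTiter-Fluor read on the same wells flagged cytotoxicity.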
A549 viability = Nrf2 qHTS screen for inhibitors: counterscreen for cytotoxicity; A549 ARE-Fluc cells, CellTiter-Fluor viability, 18-24 h; Potency, µM (titrated, usually from 46 µM), without a hit: at the top dose activity change, negative = cytotoxicity, usual class: inhibitors; actives 0.16% (n = 390,000); AID 504648, 2011; note: potency is the fitted concentration of half-maximal effect; % is set by controls: 0 for no effect and ±100 for the full control effect
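A549 ARE-Fluc cells in 5% FBS OPTI-MEM, 5000 cells/well, rested 2 h then exposed to compounds in concentration-response for 18-24 h at 37 °C. Viability by CellTiter-Fluor fluorescence (Ex 405/Em 525) after 30 min; luciferase luminescence (BugLite, 15 min, RT) read afterwards.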
HepG2 viability = qHTS for Inhibitors of TGF-b: Cytotox Counterscreen | HepG2 CAGA-GFP viability, ATP luminescence, 18 h | Potency, µM (top dose mostly 46.1 µM), inactives show top-dose activity change, negative = cytotoxicity, hits mostly cytotoxic | actives 0.76% (n = 410,000) | AID 588856, 2011; note: potency is the fitted concentration of half-maximal effect; some results filed as inactive show a strong effect at the top dose
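CellTiter-Glo luminescence gave cytotoxicity after 18 hours at 37 degrees C. The cells were HepG2 CAGA-GFP in 1% FBS DMEM, stimulated with 500 pg/mL TGF-beta after compound addition. %Activity was normalised to no-cell wells (complete cell-killing) and DMSO (no toxicity), and curves were fitted and classified.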
CCT modulator = High-Throughput Screening for Modulators of Cytosolic Chaperonin Activity. purified chaperonin ATPase assay, HTRF ADP detection, 30 min. activity change, % (test concentration not listed), hits read low. actives 0.3% (n = 360,000); in the data active = activity change below about -30%; note: % is set by controls: 0 for no effect and ±100 for the full control effect
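Nucleotide hydrolysis assay: TRiC at 20–40 nM final (set by batch activity) with 10 uM ATP, 30 min at 37 °C, in presence of 76 uM compound. Detection by competitive ADP HTRF, 30 min ambient.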
Mm-Cpn inhibitor = Inhibitors of TCP-1 ring complex (TRiC) of Methanococcus maripaludis (MmCpn): qHTS; purified Mm-Cpn ATPase, ADP Transcreener TR-FRET; Chaperonin Mm-Cpn (Methanococcus maripaludis); actives 0.031% (n = 330,000); Potency, µM (doses to about 76.9 µM), inactives show at the highest dose activity, negative = inhibition, most hits filed as inhibitors; note: potency is the fitted concentration of half-maximal effect; % is set by controls: 0 for no effect and ±100 for the full control effect; nearly all actives have a fitted effect of over 80% in size
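Purified archaeal chaperonin (25 nM final) was preincubated with compound for 10 min at 37°C, then ATP (10 uM final) was added for 30 min at 37°C in Tris pH 7.4/KCl/MgCl2/DTT buffer. ADP was quantified by HTRF Transcreener TR-FRET.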
TGFb inhibitor = qHTS for Inhibitors of TGF-b. HepG2 CAGA-GFP TGF-b/SMAD3 reporter, GFP fluorescence, 18 h; TGF-beta stimulated, 500 pg/mL final. Potency, µM (doses to about 46.1 µM), without a hit: at the highest dose activity, negative = inhibition, hits mostly inhibitors. actives 1.2% (n = 410,000). AID 588855, 2011; note: potency is the fitted concentration of half-maximal effect; % is set by controls: 0 for no effect and ±100 for the full control effect; nearly all actives have a fitted effect of over 65% in size
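Smad-responsive CAGA-GFP expression was quantified in HEPG2 cells exposed to compounds and 500 pg/mL final TGF-beta for 18 h at 37 degrees C; unstimulated wells defined full inhibition.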
Akt phos inh = HTS Assay for Inhibitors of Akt Phophorylation: Primary Screen. actives 0.32% (n = 360,000). AID 651550, 2012. Neuro2A IGF-stimulated pAkt S473 HTRF, 20 min; stronger effect = lower value. activity change, % for hits at 50 µM; in the data active = activity change below about -80%; inconclusive = mostly about -51% to -80%; note: % is set by controls: 0 for no effect and ±100 for the full control effect
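Neuro2A cells (4,500/well, DMEM with 0.5% FBS) were treated with compound at a single 50 µM final concentration, stimulated with 6 nM IGF for 20 min at 37 °C, and lysed. Phospho-Akt Ser473 was read by HTRF as 665/615 ratio ×10^4.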
Numbers without * were called inactive; i = inactive; ? = inconclusive; nt = no result given; [ ] = dose if it differs, or a comment. Unless noted, calls come from the whole dose curve; as a rule, active = well fitted curve in the direction sought with a large enough effect; inconclusive = small, poorly fitted or top-dose-only effect, or another doubt; inactive = no such curve, though single readings can be large; an effect the other way counts as inactive or inconclusive.

molecule	Abeta yeast res	Nrf2 ARE act	Nrf2 inh	A549 viability	HepG2 viability	CCT modulator	Mm-Cpn inhibitor	TGFb inhibitor	Akt phos inh
CC1CCN(S(=O)(=O)c2ccc(NC(=O)C3CC3)cc2)CC1	6%	0.0%	?	2%	-8%	-1.1	0%	-14%	i
Cc1ccc(Nc2ncc(C(=O)Nc3ccc(F)cc3F)c3ccccc23)cc1Cl	-6%	6.2%	7%[9.27 µM]	2%	-15%	nt	nt	?	nt
O=C(CSc1nnc(-c2cccs2)n1Cc1ccccc1)NCc1ccc2c(c1)OCO2	14%	3.9%	-9%	-3%	-14%	2.0	3%	0%	nt
O=C(/C=C/c1ccccc1[N+](=O)[O-])Nc1cc(S(=O)(=O)N2CCOCC2)ccc1N1CCOCC1	-12%	-0.6%	?	2%	-22%	1.5	nt	-20%	i
Cn1c(=O)oc2cc(S(=O)(=O)N3CCCC3)ccc21	0%	-0.5%	19%	0%	6%	1.6	-1%	0%	i
O=C(O)Cn1ncn(-c2ccc(OC(F)(F)F)cc2)c1=O	-7%	0.3%	3%	-1%	-3%	-4.2	-7%	4%	i
CCOC(=O)CC1c2nc3ccccc3cc2CN1C(=O)OCC (stereo unspecified)	-6%	-0.5%	nt	nt	-19%	-3.3	nt	-12%	i
O=S(=O)(Nc1nc(CN2CCOCC2)nc2sc3c(c12)CCCC3)c1cc(F)ccc1F	-11%	0.5%	9%	1%	-5%	-1.1	0%	-7%	i
CCCOC(=O)c1ccc(NC(=O)C(CC)CC)cc1	4%	2.9%	19%	5%	-13%	1.8	1%	2%	i
Brc1ccc(-c2nnc(-c3ccccc3)c(N3CCSCC3)n2)cc1	-11%	4.6%	?	?	8%	0.7	-2%	7%	i
Cc1ccc(S(=O)(=O)N2CCN(C(=O)/C=C/c3ccccc3)CC2)cc1C	-3%	0.0%	-16%	1%	5%	0.8	2%	?	i
COc1cc(/C=C/C(=O)OCC(=O)NC(=O)NC(C)(C)C)ccc1O	3%	4.0%	27%	1%	-2%	-0.5	0%	5%	i
CCOC(=O)NC(=O)C(=CNc1ccccc1C)C(=O)NC(=O)OCC	9%	-0.3%	-2%	3%	2%	2.2	1%	14%	i
Cc1cc(C)c(S(=O)(=O)Nc2cccc(S(=O)(=O)N3CCOCC3)c2)c(C)c1	8%	-0.6%	5%	-8%	-18%	-1.3	2%	-21%	i
Cc1ccc(NC(=O)Cn2nnc(C(=O)NCc3cccs3)c2N)cc1F	5%	-0.6%	5%	1%	7%	-1.5	2%	7%	i
CCCCC(=O)N(C)c1c(C)nc2ccc(C(=O)NCCOc3ccc(OC)cc3)cn12	-16%	-0.8%	nt	nt	-25%	-0.7	nt	-2%	i
CC(NC(=O)CC(O)(C(F)(F)F)C(F)(F)F)c1ccccc1 (stereo unspecified)	14%	2.7%	-10%	4%	-7%	0.1	-5%	-7%	i
Cc1nc2cc3ccccc3cc2s1	-1%	2.8%	8%	-4%	-9%	-1.7	nt	-3%	i
CCCC(=O)c1ccc(N2CCN(C(=O)c3cccs3)CC2)c(F)c1	-17%	0.2%	-14%	-1%	-14%	-1.1	1%	-22%	i
Cc1ccccc1-c1cc(C(=O)O)nn1CC1CC(c2cccc([N+](=O)[O-])c2)=NO1 (stereo unspecified)	8%	0.8%	8%	11%	-12%	-6.4	1%	0%	i
O=C(/C=C/c1ccc(F)cc1)NC(=S)NNC(=O)[C@H]1C[C@@H]1c1ccccc1	?	-0.8%	?	-13%	-17%	1.2	-1%	-14%	i
Cn1cc(-c2ccccc2)cc(C#N)c1=O	-5%	-0.3%	-1%	-4%	-18%	-4.4	1%	-1%	i
NC(=O)c1c(-c2ccccc2)oc2ccc(O)cc12	4%	0.3%	2%	4%	7%	-0.4	3%[15.4 µM]	25%	i
COc1cccc2cc(C(C)=O)c(=O)oc12	10%	-0.5%	nt	-5%	-7%	-1.0	0%	-13%	i
Cc1ccccc1-n1cnnc1SCC(=O)Nc1cccnc1Cl	-3%	-0.5%	15%	2%	6%	-2.7	-2%	0%	i
COCCN(C(=O)COC(=O)Cc1c(C)nc2ccccc2c1C)c1c(N)n(CC(C)C)c(=O)[nH]c1=O	-1%	-0.3%	9%	-2%	-3%	-1.3	1%	-1%	i
COc1ccc(Cl)cc1C(=O)NCc1cn(C)nc1C	-1%	-0.4%	-13%	-1%	3%	-0.8	1%	2%	i
CCn1cc(C(=O)Nc2ccc(NC(=O)c3ccco3)cc2)c(=O)c2ccc(C)nc21	-3%	0.2%	-3%	4%	-9%	-2.1	1%	-2%	i
COc1ccc(C(C)=O)cc1COc1ccc(Cl)c(C)c1	-18%	2.5%	14%	7%	-43%	-0.3	-9%	13%	i
COc1ccc(C)cc1Nc1ncnc2c1nnn2Cc1ccccc1Cl	1%	-0.1%	nt	nt	10%	0.6	nt	2%	i
COc1ccc(CCN(C)C2CCCN(C(=O)Cn3cccn3)C2)cc1OC (stereo unspecified)	-9%	0.2%	17%	7%	-10%	2.3	-1%	0%	i
COc1ccccc1OC(=O)Cc1cccc2ccccc12	11%	-0.3%	4%	2%	2%	0.2	2%	-1%	i
COc1ccc2c(c1)CCN1C2CCN2C(=O)CCC21 (stereo unspecified)	4%	-0.1%	13%	-4%	5%	-1.1	2%	3%	i
COc1ccccc1S(=O)(=O)Cc1ccc(C(=O)N2CCN(c3ccccn3)CC2)o1	-9%	0.1%	-8%	4%	6%	0.1	2%	1%	i
Clc1ccc(-c2nc3cc(CN4CCCCC4)ccc3o2)cc1	0%	2.3%	?	1%	-3%	-4.0	0%	31%[activator]	i
CCc1ccc(NC(=O)C(Cc2ccccc2)NS(=O)(=O)c2ccc3c(c2)CCN3C(C)=O)cc1 (stereo unspecified)	2%	0.3%	-4%	-2%	-31%	nt	nt	?	nt
Cc1c(NC(=O)C(C)OC(=O)c2ccc([N+](=O)[O-])cc2Cl)c(=O)n(-c2ccccc2)n1C (stereo unspecified)	12%	-0.8%	4%	2%	-5%	0.2	nt	-3%	i
O=C(Nc1cccc(F)c1)/C(=C\c1cccnc1)NC(=O)c1ccco1	-9%	0.6%	11%	-2%	-8%	-1.5	-1%	?	i
O=C1C=CC(=O)N1c1cccc(-c2ccccc2)c1	-94%[inhibitor]	8.8%	-19%	-11%	-14%	0.1	-1%	11µM*	i
O=C(NC1CCCCCC1)c1cc2c(=O)n3ccccc3nc2s1	-14%	4.2%	15%	1%	0%	-3.0	-5%	-1%	i
Clc1nccc(N2CCN(c3ccccc3Cl)CC2)n1	-26%	7.6%	-1%	2%	-15%	1.2	nt	-25%	i
Cc1nc2c(-c3ccc(F)cc3)cnn2c(N)c1-c1ccccc1	-83%[inhibitor]	-1.0%	5%	-8%	-34%	-2.6	0%	?	i
COc1ccc(N(CC(=O)NC2CC3CCC2C3)S(=O)(=O)c2ccc(C)cc2)cc1 (stereo unspecified)	-17%	-0.7%	-19%	-3%	0%	-3.1	-1%	1%	i
O=C(NCC(NS(=O)(=O)OCC(Cl)(Cl)Cl)c1ccccc1)C(F)(F)F (stereo unspecified)	0%	-0.6%	-1%	2%	-1%	-2.3	0%	-20%	i
CC(C)CC(c1nnnn1C(C)(C)C)N1CCN(C2CCCC2)CC1 (stereo unspecified)	0%[9.22 µM]	-1.0%	nt	-6%	14%	2.3	-1%	25%	i
COC(=O)c1cc(OC)c(OC)cc1NC(=O)CCCCCN1C(=O)CCC1=O	4%	0.6%	10%	0%	7%	2.4	0%	-16%	i
O=C(c1ccc(-c2ccccc2)cc1)N1CCN(c2ncccn2)CC1	-11%	0.2%	-28%	-3%	2%	-1.5	3%	-6%	i
CCc1nc2cccnc2n1-c1ccc(CC(=O)NCCOC)cc1	2%	1.4%	-7%	2%	-3%	1.4	1%	7%	i
CSc1ccc(CC(=O)N2CCC(n3nccc3NC(=O)C3CC3)CC2)cc1	-3%	-0.1%	?	-2%	2%	-1.4	1%	7%	i

Pulled by compound from the list above (two):
molecule	Abeta yeast res	Nrf2 ARE act	Nrf2 inh	A549 viability	HepG2 viability	CCT modulator	Mm-Cpn inhibitor	TGFb inhibitor	Akt phos inh
O=C(c1ccc(-c2ccccc2)cc1)N1CCN(c2ncccn2)CC1	-11%	0.2%	-28%	-3%	2%	-1.5	3%	-6%	i
COCCN(C(=O)COC(=O)Cc1c(C)nc2ccccc2c1C)c1c(N)n(CC(C)C)c(=O)[nH]c1=O	-1%	-0.3%	9%	-2%	-3%	-1.3	1%	-1%	i
